Scp1 inh: blocks human Scp-1 phosphatase activity | actives 0.88% (n = 340,000) | AID 493091 | Recombinant Scp1, phosphopeptide, malachite green phosphate absorbance | Q9GZU7 | inhibition, % at 20 µM;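 active means inhibition above about 50% at 20 µM, limit read from the data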;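 further: plate controls were DMSO wells with enzyme for no effect and wells lacking enzyme for full effect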
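Times: enzyme reaction 45 min at room temperature, colour 5 min, stabilisation 30 min. Material: SCP-1 catalytic fragment, aa 76-261. Medium: Acidic Tris acetate buffer with magnesium and detergent. Signal: colorimetric free-phosphate detection, absorbance 630 nm. Read-out basis: % inhibition of SCP-1 phosphate liberation. Reagent: Phosphorylated 17-residue peptide substrate.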
DNMT1 block: inhibitors of human DNMT1 | P26358 | DNMT1 molecular beacon, Hinp1I cleavage, fluorescence | inhibition (reported as % activation of signal), % at 10 µM | actives 0.83% (n = 360,000) | AID 588458; in the data active means inhibition above about 50%
NadD inh: inhibitors of Staphylococcus aureus NadD | purified NadD enzyme, colorimetric absorbance read-out | inhibition, % at 20 µM | actives 0.78% (n = 360,000); in the data active means inhibition above about 26%; further: some compounds past the cut are filed as inactive
TbMetRS inhib: blocks T. brucei methionyl-tRNA synthetase activity | AID 624268 | purified T. brucei MetRS, ATP depletion, Kinase-Glo luminescence | actives 0.4% (n = 360,000) | inhibition, % at 11.9 µM;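 active means inhibition above a per-plate cutoff of the control wells' mean inhibition plus 3 SD, cut at about 5.5% in these data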;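 further: 0% = DMSO wells median and 100% = median of wells with control inhibitor compound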
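Assay system: T. brucei methionyl-tRNA synthetase, purified | Medium: HEPES buffer with MgCl2, KCl, DTT, spermine, BSA, pyrophosphatase | Compound: 11.9 µM single point | Incubation: 15 min enzyme-compound preincubation, 2 h reaction, 10 min detection, 25 °C | Measured by: Kinase-Glo luciferase luminescence reporting remaining unconsumed ATP | Measure: % inhibition normalized to control-well medians | Replication: Singlicate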
SUMO1 PPI mod: modulators of human SUMO1-mediated protein-protein interactions; P63165; inhibition, % at 20 µM; actives 0.33% (n = 360,000); AID 602429; SUMO1 binding to a labelled peptide, TR-FRET, 1 h; in the data active means inhibition above about 37%
Target sequence (P63165 whole entry, looked up): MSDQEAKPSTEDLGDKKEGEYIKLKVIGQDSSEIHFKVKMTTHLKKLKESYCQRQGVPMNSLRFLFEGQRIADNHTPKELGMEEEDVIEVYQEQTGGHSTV
SKN-1 inh: blocks SKN-1 activity in C. elegans; actives 0.49% (n = 360,000); C. elegans VP596 Pgst-4::GFP/RFP ratio, acrylamide-induced, 24 h; inhibition, % at 21.8 µM;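 active means interference check ratio from 0.5 to 1.5 plus GFP to RFP signal ratio inhibition reaching or exceeding a fixed threshold, cut at about 30% in these data, passing the limit was not always enough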; further: some compounds called inactive have numbers as strong as hits
NRP1-CendR mod: alters CendR peptide binding to human NRP-1 | AID 602438 | inhibition, % at 25 µM | O14786 | actives 0.85% (n = 360,000) | FAM-RPARPAR peptide binding to NRP-1, fluorescence polarization;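 active means inhibition or corrected inhibition above about 18%, plus a signal ratio from 0.5 to 1.5, limit read from the data, passing the limit was not always enough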; further: strong numbers were not always called active
Target sequence (O14786 whole entry, looked up): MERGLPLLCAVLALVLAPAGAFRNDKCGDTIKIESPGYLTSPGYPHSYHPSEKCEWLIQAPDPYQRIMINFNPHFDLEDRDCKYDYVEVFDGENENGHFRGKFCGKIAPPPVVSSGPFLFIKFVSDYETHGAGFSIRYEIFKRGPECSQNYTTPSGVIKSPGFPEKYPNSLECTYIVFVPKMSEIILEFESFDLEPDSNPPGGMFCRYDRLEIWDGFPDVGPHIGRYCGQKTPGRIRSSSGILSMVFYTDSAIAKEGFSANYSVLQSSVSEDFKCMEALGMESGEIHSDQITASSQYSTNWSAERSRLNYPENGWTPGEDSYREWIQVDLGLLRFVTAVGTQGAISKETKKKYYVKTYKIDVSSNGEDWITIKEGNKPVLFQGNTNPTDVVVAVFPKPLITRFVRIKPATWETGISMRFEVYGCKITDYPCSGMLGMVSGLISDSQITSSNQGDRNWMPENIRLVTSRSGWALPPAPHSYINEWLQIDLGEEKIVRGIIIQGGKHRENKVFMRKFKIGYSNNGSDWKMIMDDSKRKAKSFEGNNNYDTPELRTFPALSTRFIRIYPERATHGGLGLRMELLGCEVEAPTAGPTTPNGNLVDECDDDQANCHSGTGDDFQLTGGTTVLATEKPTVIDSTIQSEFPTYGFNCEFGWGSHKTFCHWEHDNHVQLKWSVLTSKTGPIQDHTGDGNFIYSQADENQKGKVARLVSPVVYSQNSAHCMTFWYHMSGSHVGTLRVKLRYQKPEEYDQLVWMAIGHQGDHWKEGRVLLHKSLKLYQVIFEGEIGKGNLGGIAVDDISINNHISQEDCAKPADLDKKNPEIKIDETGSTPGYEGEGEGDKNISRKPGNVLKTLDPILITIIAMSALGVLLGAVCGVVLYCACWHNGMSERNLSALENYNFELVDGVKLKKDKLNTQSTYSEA
LMPTP inh: LMPTP (human) inhibition; inhibition, % at 20 µM; AID 651560; recombinant LMPTP-A, OMFP fluorogenic substrate, fluorescence intensity; P24666; actives 0.22% (n = 360,000);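 active means compounds that cut the enzyme signal by at least half of the control window in the single-dose screen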;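 further: plate controls were DMSO wells with enzyme plus substrate for no effect and substrate without enzyme for full effect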
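Buffer or medium: Bis-Tris pH 6.0, DTT, detergent; Assay system: LMPTP-A enzyme; Quantity: 0.625 nM enzyme; Detection: endpoint fluorescence intensity; Times: 50 min dark incubation at room temperature; Controls: substrate-only low control, DMSO enzyme-plus-substrate high control; Doses: single 20 µM dose; Read-out: percent inhibition versus substrate-only and uninhibited controls; Reagent: 400 µM OMFP.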
Neddyl block: cullin neddylation inhibition. actives 0.58% (n = 360,000). calls only at 25 µM. TR-FRET cullin neddylation, biochemical; in the data active means inhibition above about 36%
STEP inh: inhibitors of human striatal-enriched phosphatase STEP. AID 588621. P54829. actives 0.25% (n = 360,000). recombinant STEP, OMFP fluorogenic substrate, fluorescence. inhibition, % at 20 µM;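 active means inhibition at 20 µM, scaled per plate between control wells, above about 37%, limit read from the data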;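 further: 0% = DMSO with enzyme and substrate and 100% = substrate only without enzyme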
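Assay system: isolated STEP enzyme. Buffer or medium: pH 6.0 Bis-Tris with DTT and Tween 20. Also added: fluorogenic phosphatase substrate OMFP at 25 µM final. Dosing: 20 µM, 1% DMSO. Timing: 20 min reaction, room temperature, in the dark. Measured by: fluorescence intensity, excitation 480 nm, emission 540 nm. Evaluation: normalized % inhibition.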
* = called active by the depositor; i = inactive; . = no result given.

molecule	Scp1 inh	DNMT1 block	NadD inh	TbMetRS inhib	SUMO1 PPI mod	SKN-1 inh	NRP1-CendR mod	LMPTP inh	Neddyl block	STEP inh
COc1cccc(NC(=O)Cn2cc3c(n2)CCCCC3)c1	-4	2	-2	1.9	4	16	-5	-0.5	i	-1
COC(=O)c1ccc(C(=O)N2CCCCCC2(C)C(=O)NC(C)C)cc1 (centres undefined)	.	3	4	-0.1	-1	15	-14	0.0	i	2
COc1ccccc1N1CCN(c2ncnc3sc(C(=O)NCC4CCCO4)c(C)c23)CC1 (centres undefined)	-3	0	4	-0.1	-7	11	4	2.1	i	-2
COCCCNC(=O)Cn1cnc2c(OCc3ccccc3)ncnc21	-5	6	-3	-2.4	1	12	3	-1.8	i	1
COC(=O)CCCC1=CC2=C(c3ccccc3)C(=O)C(C)(OC(=O)C3CCCC3)C(=O)C2=CN1C1CC1 (centres undefined)	0	-4	2	-0.2	-17	13	10	0.6	i	-1
CC(=O)c1ccc(OC(=O)C2CSC3(C)CCC(=O)N23)cc1 (centres undefined)	24	27	4	-0.1	-3	4	-27	-0.5	i	1
O=[N+]([O-])c1cccc(S(=O)(=O)NCC2CC3CCC2C3)c1 (centres undefined)	-15	0	-8	-0.8	-23	5	-9	-0.8	i	0
Fc1ccc(CN2CCCCCCC2)cc1F	-11	5	-5	-0.7	1	-33	-4	-2.4	i	-1
O=C(N/N=C/c1cc([N+](=O)[O-])ccc1O)NC12CC3CC(CC(C3)C1)C2	-1	-3	2	0.2	-15	6	2	5.7	i	2
N#Cc1c(N)nc2c(c1-c1ccc(Br)s1)CCCC2	-5	10	9	0.2	1	5	-22	-0.5	i	-3

3 of these compounds in a different format.
Results follow in this order: Scp1 inh, DNMT1 block, NadD inh, TbMetRS inhib, SUMO1 PPI mod, SKN-1 inh, NRP1-CendR mod, LMPTP inh, Neddyl block, STEP inh
O=[N+]([O-])c1cccc(S(=O)(=O)NCC2CC3CCC2C3)c1 (centres undefined)
→ -15, 0, -8, -0.8, -23, 5, -9, -0.8, i, 0
COc1cccc(NC(=O)Cn2cc3c(n2)CCCCC3)c1
→ -4, 2, -2, 1.9, 4, 16, -5, -0.5, i, -1
COC(=O)CCCC1=CC2=C(c3ccccc3)C(=O)C(C)(OC(=O)C3CCCC3)C(=O)C2=CN1C1CC1 (centres undefined)
→ 0, -4, 2, -0.2, -17, 13, 10, 0.6, i, -1

Next records.
molecule	Scp1 inh	DNMT1 block	NadD inh	TbMetRS inhib	SUMO1 PPI mod	SKN-1 inh	NRP1-CendR mod	LMPTP inh	Neddyl block	STEP inh
COc1cccc(CN(C)C(=O)C2CCC(=O)N(Cc3cccc(F)c3)C2)c1 (centres undefined)	-6	1	-5	-0.5	-2	-3	2	-2.2	i	2
CCOc1cc(CNCc2ccc3c(c2)OCO3)ccc1OC	-11	-3	6	-0.1	1	4	-3	1.5	i	-1
Cc1ccc(NC(=O)CN2CCc3ccccc3C2)cc1C	-6	-1	-8	-0.6	0	2	7	-0.3	i	1
CC(=O)Nc1ccc(S(=O)(=O)NCCCN2CCOCC2)cc1	-5	4	-6	-0.8	0	-7	12	-3.7	i	0
CCCC(=O)N1CCC1(C)C(=O)Nc1cccc(OC(C)C)c1 (centres undefined)	.	2	-2	0.4	-3	-5	-10	-1.0	i	-2
CCCN1CCC(NC(=O)C2CCCCC2C(=O)O)CC1 (centres undefined)	-5	0	-1	0.9	3	-5	16	-2.5	i	-3
Cc1ccc(S(=O)(=O)NCC(=O)NC2CCCCCC2)cc1	-3	15	-2	-0.2	0	1	10	-0.5	i	0
COc1cc(OC)c2c(=O)cc(-c3ccccc3)oc2c1	-1	-5	5	-1.4	2	8	2	-0.6	.	1
COc1ccc(NC(=O)CN2CCCN(S(=O)(=O)c3ccc(F)cc3)CC2)c(OC)c1	-5	-2	10	-0.8	0	8	14	-2.0	i	2
COC(=O)c1ccccc1NC(=O)N1CCN(S(C)(=O)=O)CC1	1	-4	-2	-0.2	-2	-10	5	-0.4	i	-1

Next compounds:
molecule	Scp1 inh	DNMT1 block	NadD inh	TbMetRS inhib	SUMO1 PPI mod	SKN-1 inh	NRP1-CendR mod	LMPTP inh	Neddyl block	STEP inh
COCC(C)NC(=O)C1CCN(S(=O)(=O)c2ccc3ccccc3c2)CC1 (centres undefined)	-6	-2	1	-0.3	-2	6	2	-0.7	i	-1
CCN(C(=O)CSc1nnc(-c2ccccc2)n1C)C1CCS(=O)(=O)C1 (centres undefined)	-4	0	-1	-0.3	2	-1	-3	0.2	i	0
O=C(O)c1ccc(/C=N/n2c(C3CCCCC3)n[nH]c2=S)cc1	0	1	-5	0.3	-4	6	-2	-1.8	i	-2
COc1ccc(CNC(=O)C2CCN(S(=O)(=O)c3ccc(Br)s3)CC2)cc1	-9	-3	-14	-0.3	1	3	-2	1.2	i	-1
CC(C)(C)[C@@H]1COC(=O)[C@H](Cc2ccc(F)cc2)CC/C=C\C[C@@H](CC(=O)NCCO)C(=O)N1	-5	-1	-11	-0.3	14	3	2	14	i	0
O=C1Nc2cccc3c2N(CCC3)C2=C1CCC2	.	-5	7	-0.2	8	1	-12	1.7	i	2
Cc1cc(Cl)ccc1C(=O)C1CCCN(C(=O)c2ccc3ncccc3c2)C1 (centres undefined)	1	-2	0	0.7	1	-5	20	1.9	i	-6
COc1ccc(S(=O)(=O)NC2CC3CCC2C3)cc1Br (centres undefined)	1	-7	-4	-0.4	3	-9	2	0.6	i	-2
O=C(O)c1ccc(N=Cc2c(O)ccc3ccccc23)cc1	-6	-6	-5	-0.3	-13	3	-82	-1.8	i	-2
CC(NC(=O)c1ccc(S(=O)(=O)Nc2ccccc2)cc1)c1ccc(S(N)(=O)=O)cc1 (centres undefined)	-8	-6	2	0.1	3	15	9	-0.5	i	1

New compounds follow.
molecule	Scp1 inh	DNMT1 block	NadD inh	TbMetRS inhib	SUMO1 PPI mod	SKN-1 inh	NRP1-CendR mod	LMPTP inh	Neddyl block	STEP inh
O=C(COC(=O)c1cc(S(=O)(=O)N2CCOCC2)ccc1Cl)NC1CCCCC1	.	3	-7	-0.3	-1	-10	-10	-1.2	i	-2
O=C(COC(=O)c1ccc(O)cc1)Nc1ccc2c(c1)OCCO2	2	-6	0	-0.3	3	5	-6	0.7	i	0
CC1(c2ccccc2Cl)NC(=O)N(CC(=O)Nc2ccc(N3CCOCC3)cc2)C1=O (centres undefined)	-6	-3	0	-0.4	1	8	-3	0.7	i	1
CCn1cc(/C=C(/C#N)S(=O)(=O)c2ccccc2)cn1	-2	-1	-7	-0.1	-4	-1	1	-0.9	i	1
COc1ccc(CN2C(=O)c3cccnc3C2=O)cc1S(=O)(=O)NCc1ccco1	-11	1	-1	0.0	-24	9	-2	-0.8	i	0
COc1ccc2c(CN3CCCCCCC3)cc(=O)oc2c1	.	-3	-8	-0.9	-17	2	7	0.1	.	-1
CSCC[C@H](NC(=O)OC(C)(C)C)C(=O)N/N=C/c1c(C)[nH]c(=O)[nH]c1=O	3	1	-2	0.2	-3	-16	-5	1.5	i	-2
Cc1ccccc1Nc1nc(N)nc(COC(=O)CCC(=O)c2ccc(F)cc2)n1	-3	5	6	-0.5	4	4	-7	-0.2	i	1
O=C1CC(C(=O)O)S/C(=N\N=C\c2ccc(Br)cc2)N1 (centres undefined)	2	0	-1	-1.1	-8	3	3	3.7	i	-1
CC(C)(C)c1cc(NC(=O)c2cccs2)no1	-5	0	-1	0.0	1	15	5	0.6	i	-2

(list continues)
molecule	Scp1 inh	DNMT1 block	NadD inh	TbMetRS inhib	SUMO1 PPI mod	SKN-1 inh	NRP1-CendR mod	LMPTP inh	Neddyl block	STEP inh
O=C(COC(=O)c1cccs1)NCc1ccccc1	-10	0	1	-0.1	-1	-1	7	-1.1	i	-2
COc1ccc(Cl)cc1NC(=O)CN(C1CCCCC1)S(C)(=O)=O	-14	-5	-8	-0.2	-3	13	1	-0.4	i	0
Cc1ccc(NC(=O)CN(C)S(=O)(=O)c2cccs2)cc1C	-1	1	-2	-0.5	2	5	1	1.1	i	-5
Cc1cc(C(C)(C)C)oc1C(=O)O	-11	3	-3	0.9	1	0	5	-1.6	i	0
Cc1ccc2c(c1)C(=O)CC1(CCC(C(C)(C)C)CC1)O2 (centres undefined)	-8	4	-7	-0.2	0	6	5	0.8	i	4
O=P(Cc1ccccc1O)(c1ccccc1)c1ccccc1	-13	-3	-1	0.2	-3	9	0	0.8	i	1
CCCc1cc(C(=O)N/N=C/c2cccn2C)cs1	-9	-2	-2	-0.4	-15	23	0	0.1	i	3
Cc1ccc(C(=O)CN(CCC(=O)O)C(=O)c2ccncc2)cc1	-11	5	-3	0.2	-4	-7	22*	-0.8	i	3
Cc1cccc(OCC(O)CN2CCc3ccccc3C2)c1 (centres undefined)	-4	0	-3	-0.3	-6	7	5	0.2	i	-2
COc1cc(NS(=O)(=O)c2ccc(NC(=S)NC(=O)/C=C/c3ccc(OC)c(OC)c3)cc2)ncn1	9	-1	26	-1.2	19	-9	-98	2.3	i	2

Continuation:
molecule	Scp1 inh	DNMT1 block	NadD inh	TbMetRS inhib	SUMO1 PPI mod	SKN-1 inh	NRP1-CendR mod	LMPTP inh	Neddyl block	STEP inh
COc1ccccc1/C=C1\SC(=O)N(CCC(=O)N2CCCCC2CCO)C1=O (centres undefined)	-7	2	3	0.1	-28	3	1	2.0	i	-1
Cc1nc(CN2CCN(C(=O)NC3(c4ccccc4)CC3)CC2)cs1	-9	0	1	-1.2	1	4	-9	-1.5	i	1
CC(=O)c1cccc(NC(=O)c2cnn3ccccc23)c1	10	4	-2	-0.7	0	10	-6	-0.6	i	3
N#Cc1nc(COc2ccccc2F)oc1NCCc1ccccc1	-13	0	-13	0.3	2	7	-10	3.2	i	-2
COc1ccccc1CNc1nc(NCCOc2ccccc2Cl)c2sccc2n1	.	-15	18	0.0	1	-5	-18	11	i	3
